Tb PGK inh: blocks T. brucei phosphoglycerate kinase. PGK/GAPDH coupled, Kinase-Glo luminescence, 60 min. 380,000 tested, 0.043% active. AID 602233. Potency, µM (series often up to 57.5 µM), for inactives: top-dose activity change, negative = inhibition, actives largely listed as inhibitors. P07378; further: potency means the concentration at half of the fitted maximal effect; on the % scale 0 is the no-effect control and ±100 the full control effect; nearly all actives have a fitted effect of over 60% in size
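Luminescent ATP detection (Kinase-Glo Plus) follows a 60-minute room-temperature incubation, with wells lacking PGK as controls. Buffer: 100 mM TEA (pH 7.6), 5 mM MgCl2, 0.01% Tween-20. Coupling enzyme GAPDH (100 nM final) supplies unstable 1,3-BPG in-well.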
Pin1 inh: human Pin1 inhibition. Q13526. Pin1 FP peptide displacement, HiFluor488, 10 min. Potency, µM (titrated, usually from 115 µM), for the others: at the top dose activity, negative = inhibition, usual class: inhibitors. 390,000 tested, 0.009% active; active means well fitted inhibition curve with a large enough effect in the polarisation, with a control signal flat, not every such curve was filed as active; inconclusive means small, poorly fitted or top-dose-only effect, or effect the other way, or a change in a side signal; inactive means no such curve, though single readings can be large or run the other way; the % refers to the polarisation; further: potency means the concentration at half of the fitted maximal effect; on the % scale 0 is the no-effect control and ±100 the full control effect
TrxR1 substrate: is turned over as a substrate by rat TrxR1; O89049; purified TrxR1 substrate turnover, NADPH consumption readout; Potency, µM (titrated, usually from 114 µM), for inactives: at the top dose activity change, negative = substrate turnover; 390,000 tested, 0.01% active; AID 588456; further: potency means the concentration at half of the fitted maximal effect; on the % scale 0 is the no-effect control and ±100 the full control effect; nearly all actives have a fitted effect of over 50% in size
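Rat TrxR1, dispensed at 90 nM, was prereduced with 400 uM NADPH (final) for 5 min at ~22 deg C, then incubated with compound 15 min before 400 uM selenite. A first-read NADPH fluorescence drop versus no-compound background flagged substrates.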
GLS inhibitor: blocks human kidney-isoform glutaminase activity; 410,000 tested, 0.21% active; Potency, µM (top dose mostly 45.5 µM), for inactives: at the highest dose activity change, negative = inhibition, most hits filed as inhibitors; GLS enzymatic activity, qHTS titration; O94925; further: potency means the concentration at half of the fitted maximal effect; on the % scale 0 is the no-effect control and ±100 the full control effect
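Two-point fluorescence kinetic (t0, 30 min RT) for hKGA; glutamate detected via glutamate oxidase–HRP–Amplex Red. Substrate: 1 mM L-glutamine solution; buffer 45 mM KH2PO4, pH 8.2.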
PI4K2A block: blocks human PI4K2A kinase activity | 420,000 tested, 0.13% active | purified PI4K2A, ADP-Glo luminescence, 1 h; stronger effect = lower value | activity change, negative = inhibition, % at 76.9 µM | Q9BTU6; in the data active means activity change below about -50%; inconclusive means mostly about -30% to -49%;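 further: -100% = wells without enzyme as full effect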
Target sequence (Q9BTU6 whole entry, looked up): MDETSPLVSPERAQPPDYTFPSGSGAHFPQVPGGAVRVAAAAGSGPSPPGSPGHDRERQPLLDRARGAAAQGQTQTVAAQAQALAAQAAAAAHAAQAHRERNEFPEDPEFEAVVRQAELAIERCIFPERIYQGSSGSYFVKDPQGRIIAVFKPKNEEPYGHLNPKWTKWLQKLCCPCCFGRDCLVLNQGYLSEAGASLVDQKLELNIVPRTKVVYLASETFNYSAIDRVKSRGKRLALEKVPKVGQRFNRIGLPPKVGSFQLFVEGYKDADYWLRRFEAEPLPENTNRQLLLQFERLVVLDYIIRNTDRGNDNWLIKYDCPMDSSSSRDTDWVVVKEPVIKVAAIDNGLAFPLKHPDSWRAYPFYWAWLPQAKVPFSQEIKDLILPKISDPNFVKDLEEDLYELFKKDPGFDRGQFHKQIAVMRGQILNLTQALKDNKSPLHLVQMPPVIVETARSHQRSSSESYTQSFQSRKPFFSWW
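PI4K2A activity was measured by ADP-Glo luminescence: enzyme (4 ug/mL stock) and phosphatidylinositol (1.2 mM stock) in Tris pH 7.5/MgCl2/EGTA/Triton X-100 buffer were reacted with ATP (300 microM stock) for one hour at ambient temperature.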
rTrxR1 inhibitor: blocks rat thioredoxin reductase 1. Potency, µM (highest dose often 114 µM), inactives show top-dose activity change, negative = inhibition, actives largely listed as inhibitors. recombinant rTrxR1, NADPH fluorescence consumption, selenite substrate. O89049. 390,000 tested, 1% active; further: potency means the concentration at half of the fitted maximal effect; on the % scale 0 is the no-effect control and ±100 the full control effect; nearly all actives have a fitted effect of over 65% in size
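Rat TrxR1 (90 nM in the dispensed reagent) was pre-reduced with 400 uM NADPH for 5 min at room temperature, then incubated with compound for 15 min. After 400 uM selenite was added, NADPH fluorescence (Ex 340/Em 450 nm) was followed for 8 min.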
HP1b binding inh: inhibitors of HP1-beta chromodomain binding to methylated histone tails | P83916 | AlphaScreen HP1-beta / biotin-H3K9me3 peptide binding | Potency, µM (series often up to 114 µM), inactives show at the highest dose activity change, negative = inhibition, most hits filed as inhibitors | 390,000 tested, 0.56% active; further: potency means the concentration at half of the fitted maximal effect; nearly all actives have a fitted effect of over 70% in size; inactives centre near 23
Target sequence (P83916 whole entry, looked up): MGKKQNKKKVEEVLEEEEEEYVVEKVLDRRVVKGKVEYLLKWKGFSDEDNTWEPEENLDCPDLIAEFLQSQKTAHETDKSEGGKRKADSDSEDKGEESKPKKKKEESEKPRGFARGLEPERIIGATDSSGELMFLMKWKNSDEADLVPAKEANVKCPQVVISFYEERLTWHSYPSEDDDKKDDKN
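Compound inhibition of the preformed complex between 50 nM HP1-beta and 50 nM biotinylated H3K9me3 peptide was read by AlphaScreen. Buffer was PBS pH 7.4 with 0.01% Tween-20. Incubations ran 30 min at room temperature, with 10 ug/mL donor/acceptor beads.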
USP1-UAF1 inh: inhibitors of human USP1/UAF1 deubiquitinase; recombinant USP1/UAF1, Ub-Rhodamine cleavage fluorescence; Potency, µM (titrated, usually from 57.1 µM), without a hit: top-dose activity change, negative = inhibition, usual class: inhibitors; 390,000 tested, 0.23% active; AID 743255; further: potency means the concentration at half of the fitted maximal effect; on the % scale 0 is the no-effect control and ±100 the full control effect; nearly all actives have a fitted effect of over 60% in size; inactives centre near -12
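In this screen, compounds sit with the deubiquitinase complex (1nM) for 15 min at room temperature before Ub-Rho is added at 150nM final. Fluorescence rise is then followed for 6 reads every 60 seconds.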
mIDH1 inhibitor: inhibitors of human mutant IDH1 R132H; Potency, µM (highest dose often 76.6 µM), inactives show at the highest dose activity change, negative = inhibition, most hits filed as inhibitors; IDH1-R132H enzyme, NADPH consumption, diaphorase/resazurin fluorescence; 390,000 tested, 0.093% active; further: potency means the concentration at half of the fitted maximal effect; on the % scale 0 is the no-effect control and ±100 the full control effect; nearly all actives have a fitted effect of over 65% in size
Target sequence (O75874 whole entry R132H, stated change not applied): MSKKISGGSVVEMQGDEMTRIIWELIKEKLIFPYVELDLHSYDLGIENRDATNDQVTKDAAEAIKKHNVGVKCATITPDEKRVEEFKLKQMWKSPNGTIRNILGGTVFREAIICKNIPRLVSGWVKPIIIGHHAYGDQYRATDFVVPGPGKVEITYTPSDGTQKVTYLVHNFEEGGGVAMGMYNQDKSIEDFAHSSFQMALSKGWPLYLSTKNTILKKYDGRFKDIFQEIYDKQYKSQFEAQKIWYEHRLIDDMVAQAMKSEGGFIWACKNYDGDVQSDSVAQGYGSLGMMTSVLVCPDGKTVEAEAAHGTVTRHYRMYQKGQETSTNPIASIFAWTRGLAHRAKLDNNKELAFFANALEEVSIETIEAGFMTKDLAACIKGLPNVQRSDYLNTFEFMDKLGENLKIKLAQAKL
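IDH1-R132H (0.5 ug/mL) preincubated 30 min with compound, then NADPH (0.016 mM) and alpha-KG (2 mM) added; 80 min at RT, pH 7.5. Remaining NADPH coupled via diaphorase/resazurin to fluorescence (540/590 nm); concentration-response curves normalized to no-enzyme control.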
* hit, by the source's call; i = inactive; ? = inconclusive; · = not tested or not shown; [ ] = remark or other dose. Unless noted, the call rests on the fitted dose curve; in most records, active means well fitted curve in the direction sought with a large enough effect; inconclusive means small, poorly fitted or top-dose-only effect, or another doubt; inactive means no such curve, though single readings can be large; an effect the other way counts as inactive or inconclusive. Only part of the results is shown. The share of hits here may be higher or lower than overall.

SMILES,GLS inhibitor,mIDH1 inhibitor,rTrxR1 inhibitor,HP1b binding inh,USP1-UAF1 inh,Pin1 inh,PI4K2A block,TrxR1 substrate,Tb PGK inh
Cc1ccccc1Oc1ncccc1C(=O)/C(C#N)=C/N(C)C,-6%,7%,-7%,37%[activator],-11%,-1%,7,-13%,-2%
COc1cc(Nc2ccc(C)cc2)c([N+](=O)[O-])nc1[N+](=O)[O-],-10%,7%,4.5µM*,17%,-2%,-12%,1,-12%,·
O=C1CCc2cc(S(=O)(=O)N3CCC(C(=O)NCCC4=CCCCC4)CC3)ccc2N1,2%,4%,11%,9%,-5%,12%,-3,-3%,-6%
COc1ccc(-n2nc3cc(C)c(NC(=O)c4ccc(-c5ccc(Cl)cc5)o4)cc3n2)cc1,-7%,1%,20%,14%,?,0%,-1,12%,i
CCCOc1ccc(-c2cnc(SCC(N)=O)nc2N)cc1,5%,-3%,-10%[57.1 µM],24%,-2%,5%,-8,2%,-2%
COCC(=O)N1CCCC(N(C)CCc2ccc(OC)c(OC)c2)C1 (stereo unspecified),6%,6%,6%,34%,-18%,3%,-2,3%,-1%
CN(C)/C=C1\SC(=S)N(c2ccc(Br)cc2)C1=O,-6%,?,1%,-11%,?,?,-5,2%,1%
COc1ccc(-c2sc3ccccc3c2-c2ccc(OCCN(C)C)cc2)cc1,-2%,2%[38.3 µM],-3%,?,-20%,7%,-3,10%,-1%
CC(C)n1nnc2ccccc2c1=O,-5%,2%,-8%,39%,-23%,?,1,-8%,1%
O=C(CC1(O)C(=O)Nc2cc(Cl)cc(Cl)c21)c1ccccc1O (stereo unspecified),0%,7%,-18%,13%,-13%,-3%,12,-22%,-3%
Cc1ccnc(NC(=O)c2cccc(S(=O)(=O)N3CCN(c4ccc(F)cc4)CC3)c2)c1,14%,3%,13%,5%,-5%,17%,3,-2%,0%
COc1ccc(NC(=O)c2ccc(NC(=O)c3nc4nccc(C)n4n3)cc2)cc1,1%,-8%,2%,38%,-16%,2%,-8,-7%,-1%
CC1CN(S(=O)(=O)c2cccc(-c3cn4ccccc4n3)c2)CC(C)O1 (stereo unspecified),-10%,0%,15%,28%,-17%,-2%,2,5%,-2%[11.5 µM]
CCOc1cc(C(=O)Nc2ccc3c(c2)n(C)c(=O)c(=O)n3C)cc(OCC)c1OCC,1%,9%,-3%,11%,-3%,1%,0,24%,i
CCOc1ccc2c(c1)OC(c1ccc(C)cc1)(C(F)(F)F)NC2=O (stereo unspecified),-4%,-1%,-14%,5%,-10%,1%,-2,-17%,i
Cc1cc(NC(=S)Nc2cccnc2)ccc1Br,12%,-4%,?,21%,-26%,2%,4,3%,-11%
O=C(N/C(=C\c1ccco1)C(=O)N1CCCC1CO)c1ccccc1 (stereo unspecified),6%,-8%,40µM*,12%,-13%,?,-6,-15%,-2%
Cc1ccc(OCc2cc(C(=O)N3CCN(C)C[C@@H]3c3ccccc3)no2)cc1C,17%,3%,-11%,30%,-10%,-1%,1,-5%,3%
O=C(NCCN1CCOCC1)c1c(F)c(F)c(F)c(F)c1F,-2%,5%,11%,54%[activator],-12%,2%,1,1%,i
COc1ccc(C(=O)N2CCCC(c3nc(-c4cccs4)no3)C2)cc1OC (stereo unspecified),0%,-3%,6%[57.1 µM],17%,-14%,-2%,14,3%[57.1 µM],-1%
CCN(CC)C(=O)CSc1nc2ccccc2n1CC(=O)N1CCN(c2ccccc2OC)CC1,11%,3%,-12%,63%[activator],-13%,-2%,4,10%[57.1 µM],1%
COC(=O)Nc1ccc(S(=O)(=O)N2CCCCC2C(=O)NCc2ccco2)cc1 (stereo unspecified),1%,3%,7%[57.1 µM],7%,-7%,0%,-1,22%[57.1 µM],i
COc1cccc(Nc2c3c(nc4c(-c5ccccc5)c(C)nn24)CCC3)c1,5%,0%,9%,119%[activator],-20%,-9%,-8,26%,i
COc1ccc2nc(N3CCCC3)c(C#N)cc2c1,-8%,5%,18%,142%[activator],28µM*,·,0,4%,-1%
O=C(c1ccco1)N1CCN(Cc2nc(-c3cccs3)no2)CC1,1%,0%,18%,39%,-18%,-9%,-3,7%,i
CCOC(=O)c1c(N)sc(C(=O)OC)c1C,9%,-2%,23%,-12%,-4%,0%,-2,3%,-6%
O=C(CSc1nnc(COc2ccccc2)n1-c1ccccc1)c1ccccc1,7%,-6%,1%[57.1 µM],35%,-18%,-2%,-4,-2%[57.1 µM],-9%
Cc1cccc(Nc2cnn(C34CC5CC(CC(CC(=O)O)(C5)C3)C4)c(=O)c2Cl)c1,0%,0%,8%,25%,5%,1%,0,-2%,3%
O=C(CCC1CCCCC1)NCc1ccncc1,-2%,7%,13%[57.1 µM],-9%,-13%,-3%,6,-2%,-9%
COc1cc(/C=C/C(=O)O)cc(S(=O)(=O)Nc2cc(Cl)c(Cl)cc2Cl)c1OC,?,-15%,-2%,-7%,-6%,-19%,1,-6%,-16%
N#C/C(=C/c1ccc(N2CCOCC2)o1)c1nc2ccccc2[nH]1,4%,5%,-20%[57.1 µM],-19%,25µM*,?,-13,5%[57.1 µM],-24%
O=C(O)CNC(=O)c1ccc(S(=O)(=O)N2CCOCC2)cc1,-1%,3%,15%,57%[activator],-18%,-3%,1,6%,0%
CN(CC1CCN(CCc2cccc(C(F)(F)F)c2)CC1)C(=O)c1ccc(F)cc1F,-7%,9%,21%,67%[activator],-17%,-3%,3,5%,-6%
CCC(=O)N1c2ccccc2CC1C(=O)NCCc1ccccc1OC (stereo unspecified),1%,21%,2%[57.1 µM],19%,-2%,-1%,0,-1%[57.1 µM],2%
N=C1/C(=C/c2coc3ccccc3c2=O)C(=O)N=C2SC(c3ccco3)=NN12,-39%,-12%,50µM*,-33%,178%[activator],?,-28,-13%,-8%
COc1ccc2cc3cc(C(=O)N4CCN(c5ccccc5)CC4)oc3nc2c1,1%,-1%,-6%,42%[activator],1%,-1%,-7,-5%,-4%
Cc1ccccc1NC(=O)c1cc(S(=O)(=O)c2ccccc2)ccc1Cl,6%,6%,22%,10%,-7%,-6%,-20,3%[2.29 µM],-9%
CCOc1ccc(C(=O)NCC(=O)OCC(=O)N2CCCC2)cc1,-4%,19%,24%,51%[activator],-20%,0%,-3,7%,i
CCN(c1ccccc1)S(=O)(=O)c1ccc(OC)c(NC(=O)c2c(C)noc2C)c1,-13%,5%,11%,22%,-17%,5%,1,1%,-3%
CCN1CCCC1CNC(=O)c1ccc(N2CCCC2=O)cc1 (stereo unspecified),4%,-3%,1%,38%,-1%,-3%,2,-2%,1%

Three of the entries above in order of the HP1b binding inh value, rising:
SMILES,HP1b binding inh
N=C1/C(=C/c2coc3ccccc3c2=O)C(=O)N=C2SC(c3ccco3)=NN12,-33%
N#C/C(=C/c1ccc(N2CCOCC2)o1)c1nc2ccccc2[nH]1,-19%
Cc1ccccc1NC(=O)c1cc(S(=O)(=O)c2ccccc2)ccc1Cl,10%

Not a retest: an excerpt of the list.
SMILES,GLS inhibitor,mIDH1 inhibitor,rTrxR1 inhibitor,HP1b binding inh,USP1-UAF1 inh,Pin1 inh,PI4K2A block,TrxR1 substrate,Tb PGK inh
N=C1/C(=C/c2coc3ccccc3c2=O)C(=O)N=C2SC(c3ccco3)=NN12,-39%,-12%,50µM*,-33%,178%[activator],?,-28,-13%,-8%
COc1ccc2cc3cc(C(=O)N4CCN(c5ccccc5)CC4)oc3nc2c1,1%,-1%,-6%,42%[activator],1%,-1%,-7,-5%,-4%

(more compounds)
SMILES,GLS inhibitor,mIDH1 inhibitor,rTrxR1 inhibitor,HP1b binding inh,USP1-UAF1 inh,Pin1 inh,PI4K2A block,TrxR1 substrate,Tb PGK inh
O=[N+]([O-])c1cccc(/C=N/n2c(COc3ccccc3)n[nH]c2=S)c1,6%,10%,?,-40%,-2%,-13%,0,3%[57.1 µM],-7%
O=C(c1ccc(=O)[nH]n1)N1CCN(S(=O)(=O)c2cccc(F)c2)CC1,3%,-7%,4%,22%,0%,-3%,-5,-4%,-5%
CCOc1cccc(-c2c(C(=O)N/N=C/c3cccs3)nnn2-c2nonc2N)c1,29%,21%,-16%,28%,-6%,?,5,-15%,0%
COc1ccc(C(=O)C2CCCN(C(=O)c3ccc(C(C)=O)s3)C2)c(C)c1 (stereo unspecified),0%,0%,16%[57.1 µM],3%,-6%,-1%,-4,-10%[57.1 µM],-8%
Cc1ccc[n+](CC(=O)/C=C2\N(C)c3ccccc3C2(C)C)c1,1%,5%,-18%,19%,-16%,-2%,-6,-21%,i
O=C(COC(=O)c1cccs1)Nc1cccc(S(=O)(=O)NC2=NCCCCC2)c1,-2%,-3%,3%[57.1 µM],44%[activator],-4%,39%[activator],-2,-1%,8%
CNc1ccccc1C(C)(C)c1cc(-c2ccc(F)cc2)no1,-1%,5%,3%,20%,-5%,-2%,1,-9%,-8%
O=C1CCCc2cc3c(cc21)CCCC3,-4%,-1%,-1%[2.29 µM],14%[57 µM],-10%,-1%,5,5%[57.1 µM],-5%
